TEAD-YAP block – TEAD-YAP interaction inhibition, primary screen, TEAD-YAP interaction inhibitor project, luminescence, HEK-TIYL cells; 640,000 compounds, 1.4% hits; TEAD-Gal4/YAP UAS-luciferase luminescence; AID 1259422, 2018; inhibition, % at 9.12 µM; in the data active = inhibition above about 32%;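 note: 0% = median of test compound wells and 100% = reference inhibitor wells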
FBW7 activator – FBW7 E3 ligase activators, primary screen, biochemical, AlphaScreen, human; F-box/WD repeat-containing protein 7 (Homo sapiens), Q969H0; AlphaScreen FBW7–phospho-cyclin E peptide binding, activator screen; normalized activity (activation), % at 26.1 µM; 650,000 compounds, 0.13% hits; AID 1259310, 2017; in the data active = normalized activity above about 1.9%;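 note: purified mutant Fbw7 with reduced substrate affinity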
MITF primary – MITF inhibitors, primary screen, biochemical, AlphaScreen, human. 650,000 compounds, 0.91% hits. inhibition, % at 2.6 µM. Microphthalmia-associated transcription factor (Homo sapiens), O75030. AlphaScreen MITF homodimerization, bead proximity signal; in the data active = inhibition above about 50%;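 note: 0% = vehicle wells with protein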
Target sequence (O75030 whole entry, looked up): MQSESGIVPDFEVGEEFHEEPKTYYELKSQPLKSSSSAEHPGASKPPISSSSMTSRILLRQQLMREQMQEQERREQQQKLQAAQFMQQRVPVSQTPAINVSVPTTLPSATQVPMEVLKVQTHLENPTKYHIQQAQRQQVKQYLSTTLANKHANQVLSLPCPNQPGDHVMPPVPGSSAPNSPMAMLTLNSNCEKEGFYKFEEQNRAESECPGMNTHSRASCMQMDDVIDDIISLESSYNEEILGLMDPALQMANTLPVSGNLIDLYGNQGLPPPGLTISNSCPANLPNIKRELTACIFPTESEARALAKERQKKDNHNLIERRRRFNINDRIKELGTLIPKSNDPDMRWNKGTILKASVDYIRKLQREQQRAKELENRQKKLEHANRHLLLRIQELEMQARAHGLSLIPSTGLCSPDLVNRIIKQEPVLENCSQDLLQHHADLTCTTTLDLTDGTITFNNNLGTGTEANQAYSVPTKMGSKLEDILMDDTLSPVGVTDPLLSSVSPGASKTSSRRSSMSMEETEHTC
GPR151 ag – activators of human GPR151, primary screen, cell-based, PathHunter beta-arrestin, luminescence; PathHunter beta-arrestin GPR151 cells; 650,000 compounds, 1% hits; activation, % at 11.2 µM; G-protein coupled receptor 151 (Homo sapiens), Q8TDV0; in the data active = activation above about 4.9%;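 note: 0% = median of compound wells and 100% = cells with positive control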
Target sequence (Q8TDV0 whole entry, looked up): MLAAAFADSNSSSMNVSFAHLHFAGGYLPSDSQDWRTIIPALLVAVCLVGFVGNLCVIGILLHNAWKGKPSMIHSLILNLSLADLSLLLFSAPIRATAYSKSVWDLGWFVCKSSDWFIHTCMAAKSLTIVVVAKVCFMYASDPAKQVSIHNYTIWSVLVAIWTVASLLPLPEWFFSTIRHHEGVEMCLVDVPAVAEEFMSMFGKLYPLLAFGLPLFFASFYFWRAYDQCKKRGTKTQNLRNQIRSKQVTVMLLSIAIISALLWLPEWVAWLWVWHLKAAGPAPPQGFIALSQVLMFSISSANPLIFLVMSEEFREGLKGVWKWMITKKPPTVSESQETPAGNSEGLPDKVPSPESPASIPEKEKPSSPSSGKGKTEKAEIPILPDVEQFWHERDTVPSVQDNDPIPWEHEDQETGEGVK
* = called active by the depositor.

1: CN(CCC#N)C(=O)COC(=O)c1ccc2c(c1)OCO2
2: COc1ccc(/C=C/C(=O)Nc2nc3ccccc3[nH]2)cc1
3: O=C(O)c1ccc(NC(=O)c2cccs2)c(NC(=O)c2cccs2)c1
4: Cc1cc(C)n2ncc(C(=O)Nc3ccc(Cl)cc3Cl)c2n1
5: Cc1cccc2cc3c(N)c(C(=O)OC(C)C)sc3nc12
6: COc1cccc(/C=C2\N=C(c3ccccc3Cl)OC2=O)c1
7: COC(=O)c1cc(COC(=O)Cc2ccccc2[N+](=O)[O-])oc1C
8: CCOc1ccc2nc(NS(=O)(=O)c3cc(C(=O)O)ccc3Cl)sc2c1
9: COc1ccc(/C=C/c2nn3c(C4COc5ccccc5O4)nnc3s2)cc1 (stereo not given)
10: COCCNC(=O)/C(C#N)=C\c1ccc(CNS(=O)(=O)c2ccc(C)cc2)o1

assay / compound	1	2	3	4	5	6	7	8	9	10
TEAD-YAP block	1	-63	-1	-5	-47	-4	-9	7	-22	6
MITF primary	6	-7	-2	-15	3	13	1	9	-12	-18
FBW7 activator	0.2	-0.1	0.6	-0.1	0.2	0.1	-0.1	0.0	-0.1	-0.2
GPR151 ag	-0.7	-0.5	-0.4	1.1	-1.2	0.0	-0.1	2.4	-3.0	-0.6

Continued, starting with the last two of the part before.
9: COc1ccc(/C=C/c2nn3c(C4COc5ccccc5O4)nnc3s2)cc1 (stereo not given)
10: COCCNC(=O)/C(C#N)=C\c1ccc(CNS(=O)(=O)c2ccc(C)cc2)o1
11: CCOc1ccc(CCNC(=O)Cn2c3ccccc3c3cn[nH]c(=O)c32)cc1OCC
12: CCOC(=O)C1=C(c2ccccc2)S/C(=C2/C(=S)C(C)(C)N(C(=O)c3ccc(F)cc3)c3ccc(C)cc32)S1
13: Cc1ccc2nc(N3CCC(NCC4COCCO4)CC3)nc(C)c2c1 (stereo not given)
14: O=C(O)c1c(CNCCc2ccco2)c2ccccc2n1Cc1ccc(F)cc1
15: O=C(COc1cccc(F)c1)NNC(=O)Cc1ccc(Br)cc1
16: Cc1ccc2c(c1)-c1c(cnn1CC(=O)Nc1ccccc1C#N)CO2
17: CCOc1ccc(C2C3=C(CC(C)(C)CC3=O)NC3=C2C(=O)CC(C)(C)C3)cc1Cl
18: COCC(=O)NC(c1nnc2n1CCN(Cc1cccs1)CC2)C(C)C (stereo not given)
19: CCCCOC(=O)c1ccc(N2C(=O)c3ccc(C(=O)c4ccc5c(c4)C(=O)N(c4ccc(C(=O)OCCCC)cc4)C5=O)cc3C2=O)cc1
20: COc1ccc(-c2noc(N3CCC(C(=O)Nc4ccc(OC)cc4OC)CC3)n2)cc1

assay / compound	9	10	11	12	13	14	15	16	17	18	19	20
TEAD-YAP block	-22	6	-10	9	7	2	15	8	7	10	-5	0
MITF primary	-12	-18	2	10	-9	5	0	16	-4	-1	17	-10
FBW7 activator	-0.1	-0.2	-0.1	0.3	0.1	-0.1	-0.1	0.7	0.0	0.0	0.2	-0.1
GPR151 ag	-3.0	-0.6	1.0	1.5	1.2	1.9	1.4	0.0	-1.8	-1.2	-1.2	-0.9

21: CCOC(=O)c1c(C)[nH]c(NC(=O)Nc2c(C)n(C)n(-c3ccccc3)c2=O)c1C
22: CC1CCCCC1NC(=O)Nc1ccc2c(c1)N(C)C(=O)CS2 (stereo not given)
23: CCc1ccc(N2C(=O)c3ccccc3NC2c2ccccc2)cc1 (stereo not given)
24: O=C(Nc1cccc(NC(=O)c2ccc(S(=O)(=O)N3CCCCC3)cc2)c1)c1ccc(S(=O)(=O)N2CCCCC2)cc1
25: FC(F)(F)c1cccc(N2N=C(/C=C/c3ccccc3)CC2c2ccccc2)c1 (stereo not given)
26: Cc1ccc(-c2ccc(=O)n(CC(=O)O)n2)cc1
27: CC(C)c1ccc(-c2c(NCc3ccc(F)cc3)c(=O)c2=O)cc1
28: CC(C)n1c(-c2cccc(N)c2)nc2c(NC3CC3)ncnc21
29: Cn1c2ccccc2c2nnc(NCCc3c[nH]c4ccccc34)nc21
30: O=C(c1ccccc1O)N1CCc2nc3ncccc3cc2C1

assay / compound	21	22	23	24	25	26	27	28	29	30
TEAD-YAP block	3	-19	-79	0	-3	-5	-12	-17	-9	4
MITF primary	-2	3	-3	-7	-3	-1	1	11	24	9
FBW7 activator	0.7	-0.1	0.1	-0.1	0.3	0.0	0.1	0.5	1.5	0.2
GPR151 ag	0.1	4.7	0.3	-0.3	2.6	1.4	0.7	-0.7	-1.2	-0.8

Entries of single compounds, quoted from the list. Screens in order: TEAD-YAP block	MITF primary	FBW7 activator	GPR151 ag
Shown for `O=C(Nc1cccc(NC(=O)c2ccc(S(=O)(=O)N3CCCCC3)cc2)c1)c1ccc(S(=O)(=O)N2CCCCC2)cc1` → 0	-7	-0.1	-0.3
Shown for `CCc1ccc(N2C(=O)c3ccccc3NC2c2ccccc2)cc1` (stereo not given) → -79	-3	0.1	0.3

Carrying on:
31: COc1ccc2c(Cl)c(C(=O)NCCc3ccc(S(N)(=O)=O)cc3)sc2c1
32: C=CCN1C(=O)C2C(C1=O)C1C=CC2C12CC2 (stereo not given)
33: CCOc1ccccc1NC(=O)C1CCCN(C(=O)Nc2ccccc2)C1 (stereo not given)
34: N#C/C(=C\c1ccncc1)c1nc2ccccc2[nH]1
35: Cc1ccc(C2C(C(=O)c3cccs3)=C(O)C(=O)N2CCN(C)C)cc1 (stereo not given)
36: O=C(Cn1ccc2ccccc2c1=O)NCC(=O)Nc1ccc(C(F)(F)F)cc1
37: CC(C)C[C@H]1NC(=O)[C@H]2CN(S(=O)(=O)c3cccc4ccccc34)CCN2C1=O
38: NC(=O)c1cc(S(=O)(=O)Nc2ccc(F)cc2)ccc1O
39: O=C(Cn1cc2c(n1)CCCC2)NCCc1c[nH]c2ccccc12
40: Cc1ccc(S(=O)(=O)Nc2ccccc2C(=O)Nc2nc(-c3cc(Cl)ccc3Cl)cs2)cc1

assay / compound	31	32	33	34	35	36	37	38	39	40
TEAD-YAP block	25	4	11	-22	-3	-2	-15	10	-4	-2
MITF primary	2	9	0	16	5	-12	11	9	0	-11
FBW7 activator	0.2	0.0	0.0	0.3	0.5	-0.1	0.9	0.0	-0.1	-0.3
GPR151 ag	1.3	-0.1	0.2	-1.3	0.0	0.3	-0.2	-1.1	0.3	0.0

41: CC(=O)Nc1ccc(S(=O)(=O)NC(C)(C)C)cc1
42: COc1ccc(NC(=O)c2cc3nc(-c4ccc(C)cc4)cc(C(F)(F)F)n3n2)c(OC)c1
43: Cc1cccc(NC(=O)C2CCCN2C(=O)NC2CCCCC2)c1 (stereo not given)
44: Cc1ccc(N2CC(C(=O)OCC(=O)C(C)(C)C)CC2=O)cc1 (stereo not given)
45: COc1ccc(C=O)cc1OC(=O)c1ccccc1Cl
46: COc1ccc2oc(=Nc3ccc(-c4nc5ccc(C)cc5s4)cc3)c(C(=O)NC(C)=O)cc2c1
47: O=c1c(Cl)c(NCCNc2ccc([N+](=O)[O-])cc2)cnn1C12CC3CC(CC(C3)C1)C2
48: COC(=O)[C@H](CCSC)NC(=O)c1ccccc1Oc1nc(OC)cc(OC)n1
49: CC(=O)Nc1cccc(-c2cnc3[nH]c(=O)n(CCCO)c3n2)c1
50: Cc1nnc(NC(=O)CSc2nnc(Cc3cccn3C)n2-c2ccccc2)s1

assay / compound	41	42	43	44	45	46	47	48	49	50
TEAD-YAP block	-3	-2	1	-7	1	-7	-4	-1	8	2
MITF primary	-7	-8	10	-3	7	5	-23	4	3	15
FBW7 activator	-0.1	0.2	-0.1	0.2	-0.1	-0.1	-0.1	-0.1	0.1	1.1
GPR151 ag	0.1	-0.4	0.1	-0.2	1.4	0.8	-0.9	2.2	-0.6	1.4

Quoted at random: 3 records from the list.
39: O=C(Cn1cc2c(n1)CCCC2)NCCc1c[nH]c2ccccc12
1: CN(CCC#N)C(=O)COC(=O)c1ccc2c(c1)OCO2
38: NC(=O)c1cc(S(=O)(=O)Nc2ccc(F)cc2)ccc1O

assay / compound	39	1	38
TEAD-YAP block	-4	1	10
MITF primary	0	6	9
FBW7 activator	-0.1	0.2	0.0
GPR151 ag	0.3	-0.7	-1.1

Continuation:
51: CCOC(=O)c1cccc(NC(=O)C(CCSC)NC(=O)C2CCC(C)CC2)c1 (stereo not given)
52: COc1ccc(O)c(CN2CCCCC2)c1
53: CCc1ccc(C2=NC(c3ccc(C)cc3)NC(c3ccccc3O)C2)cc1 (stereo not given)
54: CCOC(=O)c1c(NC(=O)c2cc(-c3cccc(O)c3)on2)sc(C(C)=O)c1C
55: CCOC(=O)C1=C(N)N(c2ccc(OC)cc2)C2=C(C(=O)CCC2)C1c1cccnc1 (stereo not given)
56: CN1C(C(=O)NCc2ccco2)=CC(c2cccs2)=NS1(=O)=O
57: COc1ccc(/C=C2\SC(=Nc3ccccc3)NC2=O)c2ccccc12
58: Cc1ccc(NC(=O)CCC(=O)NNC(=S)Nc2ccc(F)cc2)c(C)c1
59: CCCc1nc2c(=O)[nH]c3ccccc3c2o1
60: COC(=O)c1ccc2c(=O)n(CCN3CCOCC3)c(SCC(=O)NC3CCCCC3)nc2c1

assay / compound	51	52	53	54	55	56	57	58	59	60
TEAD-YAP block	-5	-9	-47	-2	-19	3	63*	2	4	1
MITF primary	-5	-4	12	-13	0	0	10	9	1	26
FBW7 activator	0.1	-0.4	0.4	-0.2	-0.2	0.1	-0.1	0.2	0.5	0.2
GPR151 ag	-0.2	-0.3	-2.2	-1.0	1.6	0.6	1.5	-0.5	-1.4	-0.5

Sorted by heavy-atom count (smallest number first): 3 of the compounds above
57: COc1ccc(/C=C2\SC(=Nc3ccccc3)NC2=O)c2ccccc12
54: CCOC(=O)c1c(NC(=O)c2cc(-c3cccc(O)c3)on2)sc(C(C)=O)c1C
55: CCOC(=O)C1=C(N)N(c2ccc(OC)cc2)C2=C(C(=O)CCC2)C1c1cccnc1 (stereo not given)

assay / compound	57	54	55
TEAD-YAP block	63*	-2	-19
MITF primary	10	-13	0
FBW7 activator	-0.1	-0.2	-0.2
GPR151 ag	1.5	-1.0	1.6

Continuation.
61: CC12CCCCC1N(CCC(N)=O)c1ccccc12 (stereo not given)
62: O=C(O)C1CC1C(=O)N1CCC2(CC1)OCc1cc(-c3ccc(F)cc3)ccc1O2 (stereo not given)
63: Cc1[nH]c(=O)[nH]c(=O)c1NC(=O)CSc1nc2sc3c(c2c(=O)[nH]1)CCC(C)C3 (stereo not given)
64: COCC(C)NC(=O)c1cn2ccsc2n1 (stereo not given)
65: CN(C)Cc1c(C(=O)N/N=C/c2ccc(Br)cc2)nnn1-c1nonc1N
66: Cc1nc(NCc2cnn(C)c2C)sc1-c1ccn(C2Cc3ccccc3C2)n1
67: Cc1oc2cc(Br)c(OC(=O)C(C)(C)C)cc2c1C(=O)OC(C)C
68: Nc1ccc(C(=O)NCc2cccnc2)cc1
69: CC12CCC(C(=O)Nc3ccc(Br)cn3)(CC1=O)C2(C)C (stereo not given)
70: O=c1c2c(-c3ccc(Cl)cc3)csc2ncn1-n1cccc1

assay / compound	61	62	63	64	65	66	67	68	69	70
TEAD-YAP block	-6	-26	-1	-10	2	5	1	16	19	-3
MITF primary	4	-28	12	10	-6	13	4	-1	16	-8
FBW7 activator	0.3	-0.4	0.6	-0.3	0.0	0.0	-0.2	0.7	0.1	-0.1
GPR151 ag	0.0	0.7	-0.5	-0.3	0.6	3.3	-0.1	-0.5	0.0	4.2

71: CCN1CCC(N(Cc2ccc(F)cc2)C(=O)Nc2cc(Cl)ccc2C(=O)OC)CC1
72: Cc1ccc(S(=O)(=O)NNC(=S)NC(=O)c2ccc([N+](=O)[O-])cc2)cc1
73: CCCCSc1nc(O)cc(=O)n1C
74: COc1ccc(-c2csc(Nc3ccccc3)[n+]2CC(O)c2ccc([N+](=O)[O-])cc2)cc1 (stereo not given)
75: CCN(CC)S(=O)(=O)c1cccc(C(=O)N=C2N=C3C=CC=CN3Cc3ccccc32)c1
76: Cc1ccc(S(=O)(=O)OC(C(N)=O)C(C)(C)CO)cc1 (stereo not given)
77: Cc1nc2nc(SCC(=O)N3CCC(C)CC3)nn2c(C)c1Cc1ccccc1Cl

assay / compound	71	72	73	74	75	76	77
TEAD-YAP block	5	3	6	4	-41	7	1
MITF primary	13	-4	-4	-2	20	1	6
FBW7 activator	-0.2	-0.2	0.0	-0.1	0.1	0.0	0.1
GPR151 ag	3.0	0.2	0.9	2.4	-5.7	0.5	1.8

Bioassay records from PubChem.
